Screens: PubChem BioAssay, National Center for Advancing Translational Sciences (NCATS)
p53ts 32C tox: kills p53ts cells at the permissive temperature | hit rate 0.93% among 130,000 | H1299-p53A138V at 32C, ATP luminescence viability, 24 h | Potency, µM (doses to about 46.1 µM), for the others: at the top dose activity change, negative = cytotoxicity, usual class: cytotoxic | AID 924;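 further: 0% = DMSO and -100% = full killing by reference compound; nearly all actives have a fitted effect of over 55% in size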
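ATP-content luminescence (ATPlite) read-out after 24 h compound exposure at 32C in H1299-p53A138V cells (600/well). Tested up to 46 uM. Normalized to DMSO (0%) and 100 uM tamoxifen (100% killing); Hill-fit AC50.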
Imprint erasure: genomic imprint erasure induction | mouse ES Peg3-LacZ reporter, beta-gal luminescence, 40 h | Potency, µM (highest dose often 60.7 µM), without a hit: at the highest dose activity change, positive = activation, usual class: activators | hit rate 0.02% among 110,000;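 further: 0% = negative control wells on the plate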
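Each well holds 300 Peg3LacZ-Neo (maternal) female ES cells incubated 40 h at 37C, 5% CO2. LacZ is measured by BetaGlo luminescence, with AC50 and maximum efficacy derived from dose-response curves.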
p53ts 39C kill: cytotoxicity in p53ts cells at nonpermissive temperature | hit rate 1.5% among 130,000 | H1299-p53A138V viability at 39C, ATP luminescence, 24 h | Potency, µM (titrated, usually from 46.1 µM), without a hit: at the highest dose activity change, negative = cell killing, most hits filed as cytotoxic; further: nearly all actives have a fitted effect of over 55% in size
IkB sig inh: suppresses IkB signaling in ABC-DLBCL reporter cells; ABC-DLBCL IkBa-CBG/CBR dual luciferase ratio, 4 h; response scale: scaled: untreated 0%, proteasome inhibitor 100%; hit rate 0.04% among 110,000; AID 445; Potency, µM (top dose mostly 57.1 µM), for inactives: at the top dose IkBa stabilization activation; active means well fitted curve in the direction sought with a large enough effect in the signal ratio, not every such curve was filed as active; inconclusive means small, poorly fitted or top-dose-only effect, or a change in a side signal; the % refers to the signal ratio;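 further: the direction sought is a rising ratio; 0% = basal untreated cells and 100% = reference inhibitor full response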
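In this assay, an IκBα–CBG68 fusion accumulates when IKK-driven degradation is blocked; native CBR normalizes for cell number. OCI-Ly3 cells were treated 4 h with compound and doxycycline, then green and red light read after Chroma-Glo addition.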
* = called active by the depositor; ? = inconclusive; nt = not tested or not shown; [ ] = dose if it differs, or a comment. Unless noted, the call rests on the fitted dose curve; in most records, active means well fitted curve in the direction sought with a large enough effect; inconclusive means small, poorly fitted or top-dose-only effect, or another doubt; inactive means no such curve, though single readings can be large; an effect the other way counts as inactive or inconclusive. Unless noted, on the % scale 0 is the no-effect control and ±100 the full control effect; potency means the concentration at half of the fitted maximal effect.

SMILES	p53ts 32C tox	Imprint erasure	p53ts 39C kill	IkB sig inh
CC1CCN(C(=O)Nc2cccc(NC(=O)N3CCC(C)CC3)c2)CC1	-4%	-2%	-14%	0.7%
CC(C)C[C@H](N)c1nnc(SCc2ccc(Cl)cc2Cl)o1	-4%	-50%[inhibitor][10.9 µM]	?	-4.4%
C1CCN(Cc2nnnn2C2CCCC2)CC1	-5%	nt	-4%	nt
COc1ccccc1N=C1SC(C(=O)Nc2ccc(F)cc2)CC(=O)N1C (configuration not stated)	-9%	nt	?	nt
CCOCCSc1nc2c(c(-c3cccs3)c1C#N)CC/C2=C/c1cccs1	-11%	nt	-19%	nt
COCCN=C1OC(=O)N2C(=O)C3=C4C(C[C@H]5C(=O)N(CC(=O)OC)C(=O)[C@H]5[C@H]4[C@@]12Cc1ccccc1)[C@H]1C(=O)N(CC(=O)OC)C(=O)[C@H]1[C@H]3C (some centres not stated)	3%	-9%	-1%	nt
CCOC(=O)c1cc(-c2ccc(OC)c(S(=O)(=O)NC3CCCCC3)c2)on1	-15%	3%[10.9 µM]	-1%	?
CC(=O)N1CCN(c2ccc(NC(=O)c3ccc4c(c3)OCCO4)cc2)CC1	-17%	1%	-15%	4.6%
O=C(c1ccco1)c1cn(CCOc2ccc(Cl)cc2)c2ccccc12	-3%	-6%[10.9 µM]	10%	?
O=C(CN1CCC(O)(c2ccccc2F)CC1)NCCc1c[nH]c2ccccc12	-7%	-3%	-3%	3.3%
O=C(Nc1ccc(S(=O)(=O)N2CCCCCC2)cc1)C1CCCO1 (configuration not stated)	-4%	-9%	3%	-0.3%
N#Cc1cn(Cc2cccc(Cl)c2)c2ccccc12	11%	-13%	14%	3.0%
CCn1ccc2cc(S(=O)(=O)N3CCCN(C(=O)Nc4ccc(C)c(F)c4)CC3)ccc21	3%	-9%[10.9 µM]	-18%	-0.9%
Cc1ccc(C(=O)Nc2sc3c(c2C(=O)O)CCCCC3)o1	7.9µM*	-93%[inhibitor]	6.3µM*	?
CCOC(=O)C1=C(C)N=C2SCCC(=O)N2C1c1cc(Br)ccc1OC (configuration not stated)	1%	13%	-4%	-1.1%
O=C(Nc1ccccc1)Nc1ccc(S(=O)(=O)N2CCCCC2)cc1	33%[activator]	-20%	12%	?
O=C(NCc1ccccc1Cl)c1ccc(Nc2nc3ccccc3n3nnnc23)cc1	-3%	-5%[10.9 µM]	-2%	?
CC(C)CN1CCc2nc(N3CCN(C)CC3)ncc2C1	-5%	2%[10.9 µM]	-29%	-1.1%
Cc1cc(S(=O)(=O)NCC(c2ccco2)S(=O)(=O)c2cccs2)ccc1F (configuration not stated)	-3%	18%[10.9 µM]	-14%	0.8%
CC(c1nnc(SCC(=O)Nc2ccc3[nH]c(=O)[nH]c3c2)n1Cc1ccccc1)N(C)C (configuration not stated)	-4%	6%	7%	0.0%
CCCOc1ccc(CN(C(=O)Cc2coc3ccc(CC)cc23)C2CCS(=O)(=O)C2)cc1 (configuration not stated)	34%[activator]	-3%[10.9 µM]	-24%	?
CCN(CC)CCN1C(=O)C(=O)/C(=C(/O)c2c(C)[nH]c(C(=O)OC)c2C)C1c1ccccc1OC (configuration not stated)	2%	-12%	-6%	-2.2%
CSc1nnc2c3c4c(sc3c(=O)n(-c3ccccc3)n12)CC(C)(C)OC4	1%	-7%	12%	-3.0%
CCN(CC)CCCNC(=O)CSc1nc2nc(C)c(Cc3c(F)cccc3Cl)c(C)n2n1	-3%	-18%[10.9 µM]	9%	?
COCC(=O)N1CCC2(CC1)CCN(C(=O)Nc1cccc(F)c1)CC2	-7%	nt	9%	1.9%[11.4 µM]

Entries of single compounds as entered above. Order of values: p53ts 32C tox	Imprint erasure	p53ts 39C kill	IkB sig inh
Shown for COc1ccccc1N=C1SC(C(=O)Nc2ccc(F)cc2)CC(=O)N1C (configuration not stated) : -9%	nt	?	nt
Shown for CSc1nnc2c3c4c(sc3c(=O)n(-c3ccccc3)n12)CC(C)(C)OC4 : 1%	-7%	12%	-3.0%

Taken from above.
Under IkB sig inh, O=C(Nc1ccc(S(=O)(=O)N2CCCCCC2)cc1)C1CCCO1 (configuration not stated) is entered as -0.3%
Under p53ts 32C tox, C1CCN(Cc2nnnn2C2CCCC2)CC1 is entered as -5%
Under p53ts 39C kill, N#Cc1cn(Cc2cccc(Cl)c2)c2ccccc12 is entered as 14%
Under p53ts 39C kill, CCCOc1ccc(CN(C(=O)Cc2coc3ccc(CC)cc23)C2CCS(=O)(=O)C2)cc1 (configuration not stated) is entered as -24%
Under p53ts 39C kill, Cc1ccc(C(=O)Nc2sc3c(c2C(=O)O)CCCCC3)o1 is entered as 6.3µM*
Under IkB sig inh, CC(c1nnc(SCC(=O)Nc2ccc3[nH]c(=O)[nH]c3c2)n1Cc1ccccc1)N(C)C (configuration not stated) is entered as 0.0%

(listing goes on)
SMILES	p53ts 32C tox	Imprint erasure	p53ts 39C kill	IkB sig inh
CCc1ccccc1NC(=O)Cn1c(=O)n(-c2cccc(C)c2)c(=O)c2c1c1cc(OC)ccc1n2C	0%	13%[10.9 µM]	-4%	0.0%
O=C1c2cccnc2C(O)N1Cc1ccco1 (configuration not stated)	8%	-11%	11%	0.2%
O=C(NCc1ccccc1)c1cc(S(=O)(=O)N2CCC3(CC2)OCCO3)ccc1F	-1%	-8%	8%	1.6%
CC(=O)NC(C)C(c1cccs1)N1CCN(c2ccccc2)CC1 (configuration not stated)	5%	-3%	-6%	3.4%
O=C(c1c(Cl)nc2sccn12)N1CCN(c2cccc(Cl)c2)CC1	4%	-15%	-19%	?
CC(C)N(C(=O)Cn1cc(S(=O)(=O)Cc2ccc(Cl)cc2)c2ccccc21)C(C)C	-9%	-17%[10.9 µM]	-23%	0.2%
CC[C@H](C)[C@H](NC(=O)OCC1c2ccccc2-c2ccccc21)C(=O)O	?	7%	?	nt
Cc1ccc(Cn2nnc3c(=O)[nH]c(C4CCN(S(=O)(=O)c5ccc(F)cc5)CC4)nc32)cc1	25%	-18%	16%	?
CCOC(=O)Cc1ccc(NC(=O)Nc2ccccc2OCc2cc(=O)n3ccccc3n2)cc1	?	6%[10.9 µM]	?	?
COC(=O)[C@@H]1C[C@@H]2CC[C@@H](O)C[C@@H]2N1Cc1ccc(Cl)cc1	15%	-12%	0%	nt
Cn1c(=O)n(CCc2ccccc2)c(=O)c2c1nc1n2CCN1c1ccccc1	1%	-4%	12%	-0.2%
CCCCN(CCCC)c1cn[nH]c(=O)c1Cl	-1%	nt	-1%	nt
CCCCCC1CC(CC(C)C(=O)Nc2nncs2)C(=O)O1 (configuration not stated)	-8%	nt	-2%	7.3%
CCOC(=O)c1cccc(NC(=O)NCc2cccn2Cc2ccccc2)c1	0%	-12%[10.9 µM]	-23%	-1.2%
CCOC(=O)c1c(C)[nH]c(C(=O)O)c1C	0%	11%	0%	1.0%
O=C(CC1CC2CCC1C2)NCc1cccs1 (configuration not stated)	-5%	-9%	3%	-2.1%
CCOC(=O)C1CCN(C(=O)CSc2n[nH]c(-c3ccccc3)n2)CC1	-7%	-2%[10.9 µM]	8%	65%
O=C(Nc1cccc(-c2nc3cccnc3s2)c1)c1ccco1	-29%	-10%	-15%	?
COc1ccccc1CNC(=O)CCc1c(C)c2ccc(OC)c(C)c2oc1=O	-5%	-5%[10.9 µM]	2%	-0.4%
COC(=O)Nc1nnc(-c2ccncc2)s1	3%	-79%[inhibitor]	11%	-3.6%
CCCNC(=O)c1n[nH]c(=O)c2ccccc12	-9%	-7%	2%	0.0%
O=C(c1ccc(F)cc1)N1c2ncnn2C2(CCCCC2)[C@@H]2CCCC[C@@H]21	-6%	-5%[10.9 µM]	?	?
COC(=O)c1[nH]c2ccc(Cl)cc2c1NC(=O)CN1CCc2cc(OC)c(OC)cc2C1	-7%	-7%	-8%	?
COc1ccccc1NC(=O)Cn1c(=O)oc2cc(S(=O)(=O)NCc3ccccc3)ccc21	12%	-8%[10.9 µM]	-25%	?
CCn1nnnc1SCC(=O)Nc1nnc(C(C)C)s1	5%	-48%[inhibitor]	-4%	-1.3%
SMILES	p53ts 32C tox	Imprint erasure	p53ts 39C kill	IkB sig inh
COCc1cc(C)nc2c1C(=O)NC(c1ccc(Br)cc1)N2Cc1ccccc1 (configuration not stated)	-1%	-10%[10.9 µM]	24%	-2.7%
Cn1c(CCNC(=O)c2cccs2)nnc1SCC(=O)Nc1nc(-c2ccccc2)cs1	-4%	-23%	2%	1.1%
CCCCNC(=O)c1cc(-c2ccc(OC)cc2)nc2n[nH]c(-c3cccc([N+](=O)[O-])c3)c12	-2%	-8%[10.9 µM]	-24%	1.9%
COc1ccc(-c2nc3cccc(C)n3c2NCc2ccco2)cc1OC	-12%	-12%	-1%	1.9%
N#CC1=C(N)C(C#N)(C#N)[C@H](c2ccsc2)[C@H]2COCC=C12	-5%	-10%	4%	5.9%
Cc1ccc(NC(=O)C2CCCN(S(=O)(=O)c3ccc(F)cc3)C2)cc1 (configuration not stated)	-6%	-14%[10.9 µM]	-23%	?
COc1ccc(C(=O)Nc2nc(-c3nnn(-c4ccc(F)cc4F)c3C)ns2)cc1	-14%	-11%[10.9 µM]	?	-0.5%
CCOC(=O)CSc1nnc(CNC(=O)c2ccc(S(=O)(=O)N3CCCC3)cc2)n1C	1%	5%	1%	0.5%
COc1cc(C(=O)Nc2ccc3c(c2)OCCO3)c(-n2cnnn2)cc1OC	4%	5%	-10%	0.0%
COc1cccc(C(=O)Nc2nc3c(s2)CCCC3)c1	10µM*	-51%[inhibitor][10.9 µM]	13µM*	?
CC(=O)N1CCC2(CCCN(Cc3ccccc3)C2)CC1	2%	nt	-10%	-0.1%[11.4 µM]
CC1=C(C(=O)Nc2ccccc2C)C(c2ccncc2)n2nc(SCc3ccccc3)nc2N1 (configuration not stated)	-2%	18%[10.9 µM]	27%	?
CCOc1ccccc1NC(=O)CSc1cn(CC(=O)N2CCCCCC2)c2ccccc12	-1%	-18%[10.9 µM]	-2%	-0.5%
Cc1ccc2oc(=O)c3cc(C(=O)N4CCN(c5ncccn5)CC4)sc3c2c1	2%	4%	7%	-2.8%
CC1=C(C(=O)Nc2ccc(C)cc2C)C(c2ccccc2C)n2ncnc2N1 (configuration not stated)	0%	-8%[10.9 µM]	-13%	?
CS(=O)(=O)N1CCCC(C(=O)NCc2ccc(F)cc2)C1 (configuration not stated)	1%	14%	-6%	-1.0%
CCn1c(CN2CCOCC2)nc2cc(NC(=O)c3ccc([N+](=O)[O-])cc3)ccc21	-5%	-16%[10.9 µM]	11%	-0.2%
Cc1cc(N(C)C)c(C#N)c(N2CCCCC2)n1	2%	-11%	5%	-2.6%
Nc1ccc(C23CC4CC(CC(O)(C4)C2)C3)cc1	-14%	2%	-21%	1.5%
CSc1nnc2c(n1)OC(c1ccsc1)N(C(C)=O)c1ccccc1-2 (configuration not stated)	7%	nt	-2%	nt
COCCn1c(=O)c(CCc2ccccc2)nc2cnc(Nc3cccc(OC)c3)nc21	-27%	nt	-5%	0.3%[11.4 µM]
O=C(O)c1ccc(OCC(O)Cn2cnc3ccccc32)cc1 (configuration not stated)	9%	-7%	12%	1.5%
CCn1c(=O)cc(OCC(=O)Nc2ccc3c(c2)OCCO3)c2ccccc21	-11%	-19%	-15%	0.2%
c1ccc2c(c1)-c1nc3ccccc3cc1[C@H]2N1CCOCC1	-2%[9.22 µM]	3%[10.9 µM]	3%[9.22 µM]	-0.5%[11.4 µM]

At a glance, part of the list above.
SMILES	p53ts 32C tox	Imprint erasure	p53ts 39C kill	IkB sig inh
Cc1ccc2oc(=O)c3cc(C(=O)N4CCN(c5ncccn5)CC4)sc3c2c1	2%	4%	7%	-2.8%
CC1=C(C(=O)Nc2ccc(C)cc2C)C(c2ccccc2C)n2ncnc2N1 (configuration not stated)	0%	-8%[10.9 µM]	-13%	?
CS(=O)(=O)N1CCCC(C(=O)NCc2ccc(F)cc2)C1 (configuration not stated)	1%	14%	-6%	-1.0%
CCn1c(CN2CCOCC2)nc2cc(NC(=O)c3ccc([N+](=O)[O-])cc3)ccc21	-5%	-16%[10.9 µM]	11%	-0.2%
Cc1cc(N(C)C)c(C#N)c(N2CCCCC2)n1	2%	-11%	5%	-2.6%
Nc1ccc(C23CC4CC(CC(O)(C4)C2)C3)cc1	-14%	2%	-21%	1.5%
CSc1nnc2c(n1)OC(c1ccsc1)N(C(C)=O)c1ccccc1-2 (configuration not stated)	7%	nt	-2%	nt
